Compound activity deposited in PubChem BioAssay by Fisher Drug Discovery Resource Center.
hcGAS lum – Primary biochemical luminescence assay for human cyclic GMP-AMP synthase inhibitors | recombinant h-cGAS, ATP depletion, Kinase-Glo luminescence | inhibition, % at 12.5 µM | 290,000 tested, 0.081% active | Q8N884 | AID 1259398, 2018;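 note: 0% = vehicle reaction and 100% = reaction without DNA for no activity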
Target sequence (Q8N884 whole entry, looked up): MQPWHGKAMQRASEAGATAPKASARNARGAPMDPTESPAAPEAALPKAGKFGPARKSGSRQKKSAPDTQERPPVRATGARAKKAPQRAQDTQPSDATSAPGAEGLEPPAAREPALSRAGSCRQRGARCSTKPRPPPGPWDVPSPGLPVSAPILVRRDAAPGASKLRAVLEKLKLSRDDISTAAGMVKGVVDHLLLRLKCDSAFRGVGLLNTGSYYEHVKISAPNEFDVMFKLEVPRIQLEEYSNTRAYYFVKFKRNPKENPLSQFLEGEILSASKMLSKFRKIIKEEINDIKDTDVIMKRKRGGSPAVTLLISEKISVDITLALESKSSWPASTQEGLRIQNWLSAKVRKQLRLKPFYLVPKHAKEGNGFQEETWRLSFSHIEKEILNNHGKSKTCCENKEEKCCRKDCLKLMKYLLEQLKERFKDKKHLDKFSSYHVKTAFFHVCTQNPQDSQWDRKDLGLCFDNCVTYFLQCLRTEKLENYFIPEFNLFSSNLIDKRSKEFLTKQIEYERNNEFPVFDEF
mcGAS inh – cyclic GMP-AMP synthase inhibitors, mouse, primary biochemical chemiluminescence. AID 1259399, 2018. 160,000 tested, 0.15% active. Q8C6L5. inhibition, % at 12.5 µM. recombinant cGAS, Kinase-Glo ATP depletion luminescence;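 note: 0% = negative control wells and 100% = reference inhibitor with no enzyme activity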
NPYLR7 ag – agonists of mosquito NPYLR7 receptor, primary screen, cell-based, Aedes aegypti, calcium fluorescence, mosquito biting behavior; Aedes aegypti neuropeptide Y-like receptor 7 (NPYLR7); HEK293T NPYLR7/Galpha15, GCaMP6s calcium fluorescence; activation, % at 10 µM; 270,000 tested, 0.15% active; in the data active = activation above about 40%;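 note: 0% = vehicle and 100% = reference agonist at the receptor; some compounds past the cut are filed as inactive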
* = called active by the depositor; / = no result given; & = joins results of further samples. Cut-off read from the data, not from the text of the source, unless noted: active = inhibition above about 40%; inactive = the rest.

SMILES	hcGAS lum	mcGAS inh	NPYLR7 ag
CCCN1C(=O)CCc2cc(NC(=O)CCc3ccc(OC)cc3)ccc21	-3	/	1
O=C(c1cnn(-c2ccc([N+](=O)[O-])cc2)c1-c1ccccc1)N1CCCC1	-9	-5	14
Cc1cccc(-c2c(-c3ccccc3)ncn2CCc2ccccn2)n1	-4	-8	3
S=c1[nH]nc(COc2ccccc2Cl)n1-c1ccccc1	-9	-3	-9
Cc1ccccc1NC(=O)N1C[C@@H](O)[C@H](NCc2ncccc2C)C1	-7	-14	/
CC(C)C(C)n1nccc1NC(=O)c1ccc(-n2cnnc2)nc1 (stereo not given)	-7	/	10
COc1ccc2sc(C(=O)NCC(F)(F)C(F)(F)F)c(Cl)c2c1	-4	-8	-7
COc1ccc([C@@H]2C[C@H](NC(C)=O)C[C@H](C3CCCCC3)O2)cn1	-5	-9	0
COC(=O)N1N=C(C)CC1(O)c1cccnc1 (stereo not given)	-9	/	10
Cc1ccc(NC(=O)COC(=O)CN2CCSC2=O)c(Cl)c1	-4	/	16
C=CCN(Cc1cccnc1)C(=O)c1[nH]c2ccc(F)cc2c1C	-7	/	-5
Nc1n[nH]c(S(=O)(=O)Nc2c(F)cccc2F)n1	0	/	0
Cc1ccccc1Cn1c(CN2CCCCC2C)nc2c1c(=O)n(C)c(=O)n2C (stereo not given)	-3	-6	-1
Cc1cnc(-n2cnnc2)c(-c2ccc(S(C)(=O)=O)cc2)c1	-6	/	1
O=C1/C(=C\c2ccccc2)SC(=S)N1C(=O)c1ccccc1	6	/	5
O=C(c1cn2cccnc2n1)N1CCOC(C(F)(F)F)C1 (stereo not given)	-3	/	10
O=C(C=Cc1ccsc1)N1CCN(S(=O)(=O)c2ccc(Cl)c(Cl)c2)CC1	-8	-8	11
COc1cc(OC)cc(-c2nccn2[C@@H](C)CO)c1	-5	/	5
CC1=C(C(=O)OCC(C)C)C(c2ccsc2)NC(=O)N1 (stereo not given)	-6	/	0
CC1(C)O[C@@H]2C[C@@](OCc3ccccc3C#N)(C(N)=O)CC(OCc3ccccc3C#N)[C@@H]2O1 (stereo not given in full)	4	0	3
Cc1csc(SCC(=O)N2CCCC(N(C)Cc3ccccc3)C2)n1 (stereo not given)	-8	/	1
CNC(=O)Cn1c(-c2nnco2)cc2ccccc21	-2	-8	2
O=C(NN=Cc1cccc(O)c1)c1cc(-c2ccc(Cl)cc2Cl)n[nH]1	-8	-1	0
O=C(NC1CC(=O)N(c2ccc3c(c2)OCCO3)C1)N1CCC2(CC1)OCCO2 (stereo not given)	0	-2	-1
O=C1CCCCC1Sc1nnnn1-c1ccc(O)cc1 (stereo not given)	-12	-5	4
O=C(NCCNC(=O)C1CCN(C(=O)c2ccccc2F)CC1)c1ccccc1	2	3	-13
COc1ccc(CCOc2nc(-c3ccc(OC)cc3)n(-c3ccc(NS(=O)(=O)c4ccc(F)cc4)cc3)n2)cc1	-2	-1	-10
COc1cc(C(=O)N2N=C(c3ccc4ccccc4c3)CC2c2ccccc2)cc(OC)c1OC (stereo not given)	-1	-6	-5
CC1(C)Cc2ccccc2-c2nc(CN3CCOCC3)[nH]c(=O)c21	-9	/	-2
CC1(Cc2cccc(C(N)=O)c2)C(=O)Nc2c(Cl)cccc21 (stereo not given)	1	-1	1
Fc1cnc(N2CC(c3ccncc3)C2)nc1N1CCOCC1	-4	-14	-1
CCn1ncnc1-c1c(-c2ccccc2)ncn1C[C@H]1CCCN1	-6	-12	-2
CCN1CCCC(c2nccn2CCc2n[nH]c(=O)[nH]2)C1 (stereo not given)	-3	-10	/
C1CCC(c2nc(CN3CCCCC3CCN3CCOCC3)no2)C1 (stereo not given)	0	-10	-1
CC(=O)Nc1scc(-c2cccs2)c1C(=O)OCC(=O)N(C)C	-8	-15	0
Cn1c(C2c3[nH]c4ccccc4c3CCN2Cc2cccs2)nc2ccccc21 (stereo not given)	-10	-10	27
Cc1cc(C)n(-c2cc(NCCNC(=O)COc3ccccc3)nc(C)n2)n1	4	-4	-11
O=C(Nc1cccc(C(F)(F)F)c1)c1n[nH]c(=O)c2ccccc12	-13	-7	4
CC1CCC2(CC1)OCC(C(=O)NC(C)c1ccccc1)N2C(=O)c1ccc(F)cc1 (stereo not given)	0	-3	-1
Cc1ccc2oc3c(c(=O)c2c1)C(c1ccccn1)N(c1cc(C)on1)C3=O (stereo not given)	3	/	-1
CC(C)N(CC(=O)N(Cc1ccccc1)Cc1cccn1Cc1ccc(F)cc1)C(=O)NCc1ccccc1	-3	-4	2
Cc1cc2nc(N(CCN(C)C)C(=O)CCS(=O)(=O)c3ccc(F)cc3)sc2cc1C	-2	-8	3
COc1cc([N+](=O)[O-])ccc1NC(=O)CN1C(=O)c2ccccc2C1=O	0	-1	-10
CCOC(=O)CCC(=O)Nc1ccc2[nH]cc(CCN3CCN(c4cccc(C(F)(F)F)c4)CC3)c2c1	1	-4	1
Cc1cccnc1C1=NOCC(=O)N1C/C=C/c1ccccc1	-4	/	1
CC(C)CC(=O)NC1(C(F)(F)F)NC(=O)N(c2ccccc2)C1=O (stereo not given)	-19	-7	0
COc1cc(C(c2ccc(C)o2)c2ccc(C)o2)c(O)c([N+](=O)[O-])c1	-7	-6	0
CCOC(=O)c1nn(-c2ccc(C)cc2)c(=O)cc1NC(=O)c1ccccc1Br	-3	-6	/
CSC(CO)C(C)Nc1nc(N(C)C)cc(C(F)(F)F)n1 (stereo not given)	-7	/	8
COc1ccc(CCOC(=O)C2CCCCN2C(=O)c2ccc3ccccc3c2)cc1OC (stereo not given)	-8	-6	-7
Cc1ccc2oc(-c3cc(NC(=O)c4cccc([N+](=O)[O-])c4)ccc3Cl)nc2c1	1	2	-9
CC#CCN(Cc1ccco1)Cc1cn[nH]c1-c1ccc(OC)cc1F	-10	/	19
COC(=O)CCSc1nnc(-c2ccncc2)n1-c1ccc(F)cc1	-12	/	9
COC(=O)C1(C(F)(F)F)C2C=CC(C2)N1S(C)(=O)=O (stereo not given)	-8	/	-2
CNC(=O)[C@@H]1CN(S(=O)(=O)c2c(C)noc2C)C[C@H]1C1CCN(C)CC1	-7	-5	/
COc1cccc(C(=O)N2C(C(=O)NCc3ccco3)COC23CCN(C(=O)CC(C)C)CC3)c1 (stereo not given)	-2	0	0
CCn1cc(Br)cc1C(=O)NCC(C)N1CCCC(C)C1 (stereo not given)	-11	/	0
Clc1ccc(OCCSc2nc3ccccc3n2Cc2ccccc2)cc1	-8	-7	1
COc1cccc(-n2nnc3c(N4CCNCC4)ncnc32)c1	-8	/	-6
O=C(CC1(O)C(=O)Nc2ccc(F)cc21)c1cccs1 (stereo not given)	-11	-2	17

Another view of some results above:
SMILES | hcGAS lum | mcGAS inh | NPYLR7 ag
COC(=O)C1(C(F)(F)F)C2C=CC(C2)N1S(C)(=O)=O (stereo not given) | -8 | / | -2
CNC(=O)[C@@H]1CN(S(=O)(=O)c2c(C)noc2C)C[C@H]1C1CCN(C)CC1 | -7 | -5 | /
COc1cccc(C(=O)N2C(C(=O)NCc3ccco3)COC23CCN(C(=O)CC(C)C)CC3)c1 (stereo not given) | -2 | 0 | 0
CCn1cc(Br)cc1C(=O)NCC(C)N1CCCC(C)C1 (stereo not given) | -11 | / | 0
Clc1ccc(OCCSc2nc3ccccc3n2Cc2ccccc2)cc1 | -8 | -7 | 1
COc1cccc(-n2nnc3c(N4CCNCC4)ncnc32)c1 | -8 | / | -6

The list goes on.
SMILES	hcGAS lum	mcGAS inh	NPYLR7 ag
CCN(CC)C(=O)C1(C)CCN1C(=O)C1(c2ccc(Cl)cc2)CC1 (stereo not given)	-7	-6	3
O=c1c2cc3c(cc2nc2sc(NCc4ccc5c(c4)OCO5)nn12)OCO3	-6	/	1
Cc1cccc(CNC(=O)C2CCC(=O)N(CCCc3ccccc3)C2)c1 (stereo not given)	-6	/	1
O=C(OCC(=O)N1CCN(c2ncccn2)CC1)C1CC2CCC1C2 (stereo not given)	-10	/	3
CC1CN(Cc2nc3sc4c(c3c(=O)n2CC#N)CCCC4)CCO1 (stereo not given)	8	/	-6
CC(C)N1CCC(N2CCCC(N(C)Cc3ccccc3)C2)CC1 (stereo not given)	-5&-13	/	6&-2
COc1ccc2nc(C(F)(F)C(F)(F)F)c(C#N)c(N)c2c1	-5	/	9
CC(C)CC(C#N)NC(=O)c1csc(-c2cnn(C)c2)n1 (stereo not given)	3	/	-6
CC(NC(=O)Cn1ccc(C(F)(F)F)n1)c1ccc(Cl)s1 (stereo not given)	-13	-9	2
CC(C)c1ccc(NC2CCCN(C(=O)CN3C(=O)CSC3=O)C2)cc1 (stereo not given)	5	1	2
N#Cc1cccnc1Oc1ccc2c(c1)CCC(=O)N2	-6&-4	-7&3	12&-1
COc1ccc(C2=C(C)SC3=NS(=O)(=O)CCN32)cc1	1&-3	/	-5&1
Cc1cn(-c2cc(NC(=O)c3ccc(C)c(Nc4nccc(-c5cccnc5)n4)c3)cc(C(F)(F)F)c2)cn1	-3	-10	-3
CCC(CC)C(=O)N(C)c1c(C)nc2c(OCc3ccc(F)cc3)cccn12	0	1	-9
O=C(O)c1cccnc1CN1CCCCC1CCc1cccs1 (stereo not given)	-3	/	1
C[C@H](C(=O)NCC1CC1)N1Cc2ccc(N3CCOCC3)nc2C1=O	1	/	-1
Cc1noc(NC(=O)CN2CCN(S(=O)(=O)c3c(C)c(C)c(C)c(C)c3C)CC2)n1	-8	/	-1
COc1cccc(CN(Cc2ccccc2)Cc2nc(C(=O)NCc3ccccc3)co2)c1OC	-4	-5	14
COCC(=O)N1CCC(Oc2ccc(C(=O)N3C[C@@H](C)O[C@@H](C)C3)cc2)CC1	-7	/	18
Cc1nn(CC(O)COc2ccc3c(c2)CCC3)c(C)c1Br (stereo not given)	-5	-10	5
COc1ccc(Cc2nc3c(c(N4CCOCC4)n2)CN(C(=O)/C=C/c2ccc([N+](=O)[O-])cc2)CC3)cc1	-9	-5	/
Cc1ccccc1C(=O)N1CCC(C(=O)NCc2cnn3ccccc23)CC1	-4	/	6
CCc1c(C#N)c(SCCC(=O)Nc2ccc(F)cc2)nc2c1C(=O)CC(C)(C)C2	-8	/	12
OCc1ccc(CN2CCCC(Nc3ccccc3)C2)o1 (stereo not given)	-10	-3	-1
O=C(C1=COCCO1)N1CCN(c2nc3c(F)cccc3s2)CC1	-6	-8	-2
COC1CCN(CC(=O)c2cc(C)n(NC(=O)c3ccccc3)c2C)CC1	-5	-15	-1
Cc1cc(N2CCN(c3ccc([N+](=O)[O-])cc3)CC2)nc(-n2nc(C)cc2C)n1	-3	-6	4
CN(Cc1cccnc1)C[C@H]1CC[C@@H](Cc2ccc3c(c2)OCO3)O1	-1	-2	13
CC(C)S(=O)(=O)NC(=O)C1(C)CCN1C(=O)Cc1cc(F)ccc1F (stereo not given)	-9	/	2
c1cc(-c2ccn[nH]2)cc(-n2cnnc2)c1	-2	-17	12

Whole records as entered above. Values in the order: hcGAS lum	mcGAS inh	NPYLR7 ag
CC1(C)O[C@@H]2C[C@@](OCc3ccccc3C#N)(C(N)=O)CC(OCc3ccccc3C#N)[C@@H]2O1 (stereo not given in full) is entered as 4	0	3
O=C(c1cn2cccnc2n1)N1CCOC(C(F)(F)F)C1 (stereo not given) is entered as -3	/	10
C[C@H](C(=O)NCC1CC1)N1Cc2ccc(N3CCOCC3)nc2C1=O is entered as 1	/	-1
CCn1ncnc1-c1c(-c2ccccc2)ncn1C[C@H]1CCCN1 is entered as -6	-12	-2
C1CCC(c2nc(CN3CCCCC3CCN3CCOCC3)no2)C1 (stereo not given) is entered as 0	-10	-1

(next part)
SMILES	hcGAS lum	mcGAS inh	NPYLR7 ag
CCn1c(CN2CCOC(Cc3ccc(OC)cc3)C2)nc2ccccc21 (stereo not given)	0	-8	/
O=C(CSc1nnc(SCC(=O)NC2CCCCCC2)s1)NC1CCCCCC1	-3	-4	3
OCC1(CCc2ccccc2)CCN(Cc2ccncc2)CC1	-4&-8	/	4
CCOC(=O)C1CCN(C(c2ccc(F)cc2)c2c(O)cc(C)n(CC)c2=O)CC1 (stereo not given)	-8	/	11
O=C(NC(c1ccc(F)cc1)c1cccs1)C1CCN(S(=O)(=O)c2ccccc2F)CC1 (stereo not given)	-3	/	2
Cc1ccc(S(=O)(=O)N2CCCN(C(C)c3nc4ccccc4c(=O)[nH]3)CC2)cc1 (stereo not given)	-9	/	1
CC(C)(C)c1ccc(-c2ccnc3nc(N4CCN(C(=O)c5ccc(F)cc5)CC4)nn23)cc1	-3	-3	7
COCc1nc2c(c(=O)[nH]1)C1(CCCC1)Cc1ccccc1-2	-20	-8	1
CC(C)(C)C(=O)Nc1c(-c2ccc(C(F)(F)F)cc2)nc2ccccn12	-5	-4	-6
CN(C)c1cc(C(F)(F)F)nc(SCc2ccc(C(=O)NC3CC3)cc2)n1	-10	-5	32
CC(=O)N(C)C1CCN(Cc2cccc(C(=O)Nc3cccc(F)c3)c2)C1 (stereo not given)	0	-9	4
N#CCSc1nnc2ccccn12	-3	/	20
O=S(=O)(c1cccs1)N1CCN(c2ccc(Cl)cc2)CC1	-3	/	-2
Cc1nn(-c2ccccc2)c2[nH]c(=O)c(C#N)c(-c3cccs3)c12	16	/	2
